MITF TRPM1 HTS – activators of MITF-driven TRPM1 promoter reporter, primary screen, cell-based, SK-MEL-5, luciferase, single point; SK-MEL-5 TRPM1-promoter luciferase, 24 h; % of positive control, neutral wells = 0; activation, % at 12.5 µM; 300,000 tested, 0.75% active; AID 588334, 2011;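 active = mean activation of at least 80% with every replicate also reaching 80%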;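 also: 0% = neutral control wells and 100% = parthenolide positive control wells; values of inactives mirror those of a sister screen read the other way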
PvdQ acylase – P. aeruginosa PvdQ acylase inhibitors, primary screen, biochemical, fluorescence, plate reader and imaging, single point; PvdQ acylase [Pseudomonas aeruginosa LESB58]; purified PvdQ acylase; inhibition, % at 10 µM; 340,000 tested, 0.063% active; AID 488965, 2010; in the data active = inhibition above about 30%, passing the limit was not always enough;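 also: 0% = vehicle neutral wells and 100% = reference inhibitor wells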
HTR5A ag ctr – HTR5A agonists in luminescence cell assay, primary screen, counter-screen for OPRM1-OPRD1 heterodimer agonist project, full-deck HTS. cell-based. activation, % at 9.3 µM. 340,000 tested, 0.61% active; in the data active = activation mostly above about 9.5%, no sharp cut-off; inactive = mostly below about 7.6%;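 also: 0% = cells with vehicle only and 100% = reference agonist; strong numbers were not always called active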
CDK5 inh – inhibitors of human CDK5/p35 kinase, primary screen, biochemical, single concentration | 330,000 tested, 0.01% active | Recombinant CDK5/p35, ADP-Glo luminescence, 60 min | Cyclin-dependent kinase 5 (Homo sapiens) + Cyclin-dependent kinase 5 activator 1 (Homo … | inhibition, % at 10 µM;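 active = highest replicate inhibition of at least 50% and at least 75% of replicates reaching 50%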;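 also: plate controls were DMSO neutral control for no effect and GW8510 at 10 µM for full effect; many of its hits are not listed in these tables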
Target sequence (Q00535 whole entry, looked up): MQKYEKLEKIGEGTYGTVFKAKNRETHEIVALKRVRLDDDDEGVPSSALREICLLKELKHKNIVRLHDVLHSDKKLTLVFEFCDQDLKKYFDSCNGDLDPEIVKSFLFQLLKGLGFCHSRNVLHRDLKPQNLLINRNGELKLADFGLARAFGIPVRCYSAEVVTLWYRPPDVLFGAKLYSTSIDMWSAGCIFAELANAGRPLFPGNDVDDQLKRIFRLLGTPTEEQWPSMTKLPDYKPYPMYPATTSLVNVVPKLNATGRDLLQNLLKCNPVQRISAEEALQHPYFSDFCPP
Target sequence (Q15078 whole entry, looked up): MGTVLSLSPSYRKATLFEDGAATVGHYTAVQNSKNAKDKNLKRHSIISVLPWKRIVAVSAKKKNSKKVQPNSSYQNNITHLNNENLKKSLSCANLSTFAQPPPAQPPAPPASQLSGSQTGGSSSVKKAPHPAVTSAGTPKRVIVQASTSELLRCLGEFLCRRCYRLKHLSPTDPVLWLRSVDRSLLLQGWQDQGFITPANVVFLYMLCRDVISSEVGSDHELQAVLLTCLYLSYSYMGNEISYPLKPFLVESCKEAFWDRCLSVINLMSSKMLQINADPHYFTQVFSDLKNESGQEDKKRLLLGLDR
HTR5A inv ctr – HTR5A inverse agonists in luminescence cell assay, primary screen, counter-screen for OPRM1-OPRD1 heterodimer inverse agonist project, full-deck HTS; 340,000 tested, 0.083% active; HTR5A cell line, inverse agonism; 5-hydroxytryptamine receptor 5A (Homo sapiens), P47898; inhibition, % at 9.3 µM; in the data active = inhibition mostly above about 23%, no sharp cut-off; inactive = mostly below about 18%;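 also: 0% = cells with DMSO and 100% = no-cell wells with DMSO; some compounds called inactive have numbers as strong as hits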
NSD2 inh – NSD2 histone methyltransferase inhibitors, primary screen, biochemical, AlphaScreen, single concentration, set 2; NSD2 peptide methylation, 120 min; inhibition, % at 12.5 µM; 310,000 tested, 0.54% active; in the data active = inhibition above about 50%
dFosB act – activators of delta FosB homodimer, primary screen, biochemical, fluorescence polarization, TAMRA-CDK5 oligo, single point; Protein FosB (Mus musculus), P13346; activation, % at 25 µM; purified delta FosB; percent of positive-control signal above neutral wells; 340,000 tested, 0.99% active; AID 493131, 2011;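 active = mean activation above about 17%, with every replicate also reaching it, limit read from the data, passing the limit was not always enough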;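 also: fluorescence polarization rise as delta FosB binds a TAMRA Cdk5 AP-1 oligo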
Wnt act – Wnt/beta-catenin pathway activators, primary screen, cell-based, plate reader, single point; 300,000 tested, 1.2% active; activation, % at 9.35 µM; Wnt/beta-catenin reporter cell assay, activator; in the data active = activation above about 30%, passing the limit was not always enough;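 also: 0% = neutral control wells and 100% = positive control wells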
SR-BI DiI inh – inhibitors of SR-BI mediated HDL lipid uptake, primary screen, ldlA[mSR-BI] cells, fluorescence, single point; ldlA[mSR-BI] CHO cells, DiI-HDL uptake fluorescence, 3 h; inhibition, % at 12.5 µM; 320,000 tested, 0.96% active; AID 488896, 2010;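 active = mean replicate inhibition of at least 70% and a set share of replicates each scoring 70 or more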;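 also: 0% = median of neutral control wells and 100% = median of positive control wells; values of inactives mirror those of a sister screen read the other way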
Target sequence (Q61009 whole entry, looked up): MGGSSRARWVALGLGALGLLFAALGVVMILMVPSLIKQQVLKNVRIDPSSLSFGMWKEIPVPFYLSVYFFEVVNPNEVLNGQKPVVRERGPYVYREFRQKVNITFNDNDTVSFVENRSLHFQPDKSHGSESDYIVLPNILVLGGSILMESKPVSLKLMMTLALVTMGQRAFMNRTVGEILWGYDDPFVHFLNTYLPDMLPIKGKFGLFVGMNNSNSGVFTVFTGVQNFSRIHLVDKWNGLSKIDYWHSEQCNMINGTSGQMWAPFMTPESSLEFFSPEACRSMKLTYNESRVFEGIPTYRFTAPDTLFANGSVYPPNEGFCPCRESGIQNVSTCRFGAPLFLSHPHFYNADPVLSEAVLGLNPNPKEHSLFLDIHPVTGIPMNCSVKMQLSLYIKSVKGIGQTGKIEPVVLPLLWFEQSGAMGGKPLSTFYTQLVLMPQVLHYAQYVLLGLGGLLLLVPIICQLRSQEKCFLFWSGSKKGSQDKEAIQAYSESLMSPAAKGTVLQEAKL
V-ATPase pH – regulators of yeast V-ATPase proton pumping, primary screen, pHLuorin cytosolic pH fluorescence. S. cerevisiae. response, % at 10 µM. 350,000 tested, 0.37% active; in the data active = response mostly above about 7.3%, no sharp cut-off; inactive = mostly below about 5.4%; also: actives read high; inactives centre near 0; some compounds called inactive have numbers as strong as hits; reference of the scale not given here
An asterisk follows results filed as active; nt = not tested or not shown.

SMILES | MITF TRPM1 HTS | PvdQ acylase | HTR5A ag ctr | CDK5 inh | HTR5A inv ctr | NSD2 inh | dFosB act | Wnt act | SR-BI DiI inh | V-ATPase pH
CCCCNC(=S)NNC(=O)c1csc(CC)c1 | 4 | -13 | -3 | 1.3 | 17 | -4 | -3 | 13 | -10 | 2
Cn1c(NC(=O)c2ccc(C(C)(C)C)cc2)cc(=O)n(C)c1=O | nt | 6 | -3 | -1.2 | 7 | nt | 2 | -1 | -22 | -1
Cc1cc(C(=O)Nc2ccc(C)c(S(=O)(=O)N3CCOCC3)c2)c2ccccc2n1 | 0 | -23 | 2 | -9.3 | 17 | -1 | -12 | -3 | 53 | -1
COc1cc2c(c(O)c1OC)C(=O)C(OC)CCC2 (centres undefined) | -3 | -7 | -2 | 0.1 | 14 | 5 | 1 | 0 | 7 | 2
COc1cccc(CN2C(=O)C(C)N(C(=O)c3c(F)cccc3F)c3ccccc32)c1 (centres undefined) | -11 | -8 | 1 | -1.2 | -2 | 104* | -11 | -3 | 0 | 1
NS(=O)(=O)c1ccc(NC(=O)c2cccc(N3C(=O)c4ccccc4C3=O)c2)cc1 | 3 | -10 | 7 | 2.4 | -19 | 2 | 111* | 1 | 14 | 4
CCOC(=O)c1ccc(NC(=O)/C=C/c2cccs2)cc1 | 88* | 3 | 2 | -8.3 | -6 | -6 | -6 | 25 | 33 | -1
COc1cccc(C2CNC3(CCCC(C)C3)c3[nH]c4ccccc4c32)c1OC (centres undefined) | 21 | -7 | 2 | -0.7 | -6 | 6 | 6 | -4 | 28 | 3
Cc1noc(C)c1NC(=O)N(C)C[C@H]1Oc2c(NC(=O)c3ccncc3)cccc2C(=O)N([C@H](C)CO)C[C@@H]1C | -5 | 4 | 11 | 0.6 | -6 | nt | 1 | 0 | -20 | 3
OC(CNCC#Cc1ccccc1)c1ccccc1 (centres undefined) | -1 | -11 | 7 | -1.4 | -16 | -2 | -4 | 1 | nt | -1
Cn1c(=O)n(CCOc2ccccc2Cl)c2ccccc21 | 39 | -8 | 4 | -0.3 | 23 | 0 | -8 | 5 | -22 | 2
Cc1cc(C)c(OCC(=O)Nc2nnc(C3CC3)s2)c(C)c1 | -13 | -4 | 5 | 0.2 | 16 | -9 | 1 | -3 | -6 | 7
COc1cccc(CCNC(=O)COc2cccc3c2OC(C)(C)C3)c1 | 0 | -15 | 10* | -1.6 | -22 | 1 | -9 | 0 | 15 | 4
COc1ccc(/C=N\NC(=O)COc2ccc(Cl)cc2Cl)c(C(=O)O)c1OC | 11 | -14 | -3 | -0.7 | 8 | 1 | 7 | -6 | -7 | 0
O=C(Nc1ccc2c(c1)CCC2)c1ccc(Br)o1 | 32 | -7 | 1 | -0.5 | 6 | -3 | -5 | 42* | 8 | 1
Fc1ccc(-n2nnc(-c3ccccc3Cl)n2)cc1 | nt | -5 | 3 | 1.7 | -10 | -1 | -6 | -1 | -6 | -2
CCC(C)C(=O)Nc1cc(C(=O)OC)cc(C(=O)OC)c1 (centres undefined) | -2 | -7 | 4 | -3.6 | 9 | -4 | -3 | -1 | 20 | -2
CC(=O)N(C)N1c2ccccc2CCc2ccccc21 | -9 | -9 | -2 | -1.1 | 14 | nt | -2 | 0 | -23 | -2
O=C(NCCN1CCN(Cc2ccccc2)CC1)C1c2ccccc2C(=O)N2CCc3ccccc3C12 (centres undefined) | -5 | -7 | 2 | -1.4 | -8 | 1 | -2 | nt | -3 | -2
O=C(c1ccc(S(=O)(=O)N2CCCC2)cc1)N(c1ccccc1)C1C=CS(=O)(=O)C1 (centres undefined) | -9 | -3 | 0 | -0.4 | -8 | -2 | -5 | 4 | -17 | -4
O=C(CC1C(=O)NCCN1Cc1ccc(-c2ccccc2)cc1)NCc1ccccc1 (centres undefined) | 0 | -15 | 3 | -1.5 | -15 | 14 | -2 | nt | 6 | -2
CCCCOc1ccc(N2C(=O)CC(N(O)c3ccccc3)C2=O)cc1 (centres undefined) | nt | -8 | 3 | 0.9 | -8 | nt | 1 | 2 | -5 | -1
O=C(NCCCN1CCOCC1)C1COc2ccccc2O1 (centres undefined) | -5 | 2 | -1 | 3.4 | 3 | -3 | 1 | nt | -8 | -2
COc1ccc(CCNc2nc(-c3sc(C)nc3C)cs2)cc1OC | nt | 1 | 1 | 0.2 | 7 | 2 | 5 | -4 | 8 | -4
NC(=O)C1CCN(C(=O)c2ccc(NS(=O)(=O)c3ccc(F)c(F)c3)cc2)CC1 | 4 | -11 | -4 | 1.9 | -5 | -1 | -2 | -2 | 8 | 9
Cc1ccc(C(=O)NCN2CCN(c3ccc(F)cc3)CC2)cc1 | 3 | 10 | 1 | -1.2 | -2 | -1 | -8 | -1 | -14 | 1
COCc1nc2ccccc2n1Cc1c(F)cccc1Cl | 7 | -14 | 4 | 0.5 | -19 | 2 | 1 | -2 | 3 | 0
CC(=O)c1cc2c(cc1NC(=O)Cn1nc(C)c(C)c(C#N)c1=O)OCO2 | -9 | -7 | 2 | -3.0 | 10 | -2 | -6 | -4 | -2 | 5
O=C(NCc1cccnc1)c1cc(C(=O)C2CC2)c[nH]1 | -11 | 4 | 3 | -3.1 | -8 | nt | 0 | 3 | -20 | -5
CCN(C(=O)CSc1nc2ccccc2c(=O)n1-c1cccc(C)c1)C1CCS(=O)(=O)C1 (centres undefined) | 13 | -11 | -4 | 1.5 | -29 | nt | -9 | -1 | -7 | -1
CCOc1cccc(=O)c2c(C)n(Cc3ccccc3)c(C)c12 | 3 | -18 | 1 | -0.5 | -20 | 2 | -4 | -1 | nt | 1
CC(C)OC(=O)C(C)(C)Oc1ccc(C(=O)c2ccc(Cl)cc2)cc1 | -4 | -14 | 0 | -2.3 | -1 | nt | 1 | -10 | 93* | -10
O=C(O)CC(c1ccccc1)n1cccc1 (centres undefined) | -1 | -25 | 4 | -1.9 | -23 | nt | -1 | -4 | 11 | 6
Cc1cc2nnc(SCC(=O)NC3CCCCC3)n2c(N)n1 | -13 | 9 | 2 | -0.2 | -4 | 0 | 0 | -1 | -3 | -4
COc1ccc(S(=O)(=O)Cc2ccc(C(=O)N3CCc4ccccc4C3)o2)cc1 | 12 | -3 | 1 | -0.3 | -2 | nt | -1 | -6 | -9 | 3
O=C(CSc1ccccn1)Nc1ccccc1F | 21 | -13 | 9 | 3.2 | -36 | -2 | -3 | -2 | -9 | -2
Cc1c(C(=O)N2CCCC2)c(S(=O)(=O)N2CCCCC2)c(C)n1C | 0 | 8 | 1 | -1.5 | -4 | -6 | -4 | -2 | -16 | 0
Cn1c(SCC(=O)N2CCOCC2)nnc1-c1ccc(NC(=O)c2ccccc2F)cc1 | 8 | -2 | -6 | -7.6 | -10 | 2 | -6 | nt | 47 | 1
CCOc1cc(/C=C2\SC(=Nc3ccccc3)N(c3ccccc3)C2=O)ccc1OCC(=O)O | 14 | -3 | 0 | 1.7 | 3 | nt | -3 | -2 | 2 | 0
N#Cc1nc(-c2ccc(Cl)cc2)oc1NCc1ccco1 | 70 | -14 | 2 | 0.6 | -6 | -2 | -1 | 38* | 25 | 0

Copied from the list:
COc1ccc(S(=O)(=O)Cc2ccc(C(=O)N3CCc4ccccc4C3)o2)cc1 in CDK5 inh reads -0.3
Cn1c(SCC(=O)N2CCOCC2)nnc1-c1ccc(NC(=O)c2ccccc2F)cc1 in NSD2 inh reads 2

Following part:
SMILES | MITF TRPM1 HTS | PvdQ acylase | HTR5A ag ctr | CDK5 inh | HTR5A inv ctr | NSD2 inh | dFosB act | Wnt act | SR-BI DiI inh | V-ATPase pH
Nc1ccccc1SC/C=C/CSc1ccccc1N | 11 | 5 | -4 | 1.5 | 13 | -1 | -1 | 10 | -9 | -4
CN(C)CCCNc1ncc(C(F)(F)F)cc1Cl | -2 | -9 | -4 | 0.1 | 10 | 1 | 1 | -2 | -9 | 2
COc1ccc(N(CC(=O)Nc2ccccc2C)S(=O)(=O)c2c(C)[nH]c(=O)[nH]c2=O)cc1 | 5 | -11 | 3 | -0.6 | -10 | 2 | 2 | 3 | -27 | -1
COc1ccc([C@H]2CC(=O)C=C(c3cccc4c3Oc3ccccc3S4)C2)cc1OC | -4 | -14 | 0 | 0.2 | -16 | nt | -5 | -1 | 80* | 1
COc1ccccc1CNC(=O)COC(=O)Cc1c(Cl)cccc1Cl | -6 | -14 | 6 | -0.1 | -16 | -3 | -1 | -3 | -30 | -1
C/C(=N\NC(=O)c1cccc(Br)c1)c1cccnc1 | 3 | 0 | -5 | 1.0 | 19 | 4 | -3 | 10 | -27 | -2
CCC(C)(C)n1nnnc1C(c1cc2ccc(OC)cc2[nH]c1=O)N1CCN(C2CCCCC2)CC1 (centres undefined) | 10 | -2 | -3 | 2.3 | -9 | 1 | -14 | nt | 5 | -1
CN(C)S(=O)(=O)c1ccc(C(=O)NC(=O)CSc2nnnn2C)cc1 | -8 | -15 | 2 | -3.2 | -7 | 1 | 4 | -7 | -8 | -2
COc1cc2c(cc1OC)CN(CC(=O)Nc1ccc(F)cc1)CC2 | 0 | 7 | 3 | -0.9 | -12 | 2 | 8 | 1 | -10 | -3
COc1ccc(NC(=O)c2ccc(CN3CCN(c4ccccc4)CC3)cc2)cc1OC | -7 | -24 | -5 | -0.3 | 12 | nt | -6 | nt | 76* | -2
O=C(Cc1ccccc1)N/N=C/c1ccc(OC(=O)/C=C\c2ccco2)cc1 | -8 | 0 | -1 | 0.6 | 8 | -3 | -10 | 104* | 6 | 2
COc1ccccc1C(=O)N1[C@@H](C(C)C)COc2cc(Br)ccc2S1(=O)=O | 10 | -9 | 0 | 0.3 | 1 | nt | -2 | -4 | 8 | 2
Cc1ccc(NC(=O)CN2CCCCCC2)cc1Br | -3 | -2 | 1 | -1.9 | -49 | nt | 8 | 1 | -16 | 1
Cc1c(Cl)cccc1NC(=S)N1CCCCCC1 | 7 | 16 | 7 | -5.2 | -17 | -3 | -6 | 0 | 10 | 2
O=C(CNC(=O)c1cccs1)NCCN1CCN(Cc2ccccc2)CC1 | 12 | 6 | -6 | 3.9 | 15 | 3 | -2 | nt | -27 | 2
O=C(O)CCCCCn1c(SCc2cc(=O)n3ccccc3n2)nc2ccsc2c1=O | 11 | 5 | -3 | 0.2 | 12 | -2 | -9 | 0 | -32 | 3
CCOC(=O)c1sc2nc(C)nc(SC(C)C(=O)N(C)c3ccccc3)c2c1C (centres undefined) | -8 | -9 | -3 | -3.3 | 18 | -1 | -16 | -4 | 66 | -1
Cc1ccc(S(=O)(=O)Nc2cc(C(F)(F)F)ccc2N2CCOCC2)cc1 | 3 | -16 | 7 | -2.0 | -7 | -3 | -6 | -2 | 10 | -1
COc1ccc(NC(=O)CN2CCN(Cc3ccc4c(c3)OCO4)CC2)cc1OC | -10 | -10 | -5 | 0.4 | -16 | -1 | 2 | 8 | -12 | -6

NSD2 inh: what is marked active above
structure	MITF TRPM1 HTS	PvdQ acylase	CDK5 inh	NSD2 inh	dFosB act	Wnt act	SR-BI DiI inh	V-ATPase pH
COc1cccc(CN2C(=O)C(C)N(C(=O)c3c(F)cccc3F)c3ccccc32)c1 (centres undefined)	-11	-8	-1.2	104*	-11	-3	0	1

High-throughput results from PubChem BioAssay.
